HTT cytoprotect: cytoprotection in Huntington HTT-Q103 PC12 cell model; 230,000 compounds, 0.14% hits; Potency, µM (doses to about 56.4 µM), for inactives: cytoprotection (ATP increase), usual class: activators; AID 1471; PC12 HTT-Q103 induced, cytoprotection, ATP luminescence, 40 h; active means well fitted activation curve with a large enough effect;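 further: % of control where 0% means no effect; nearly all actives have a fitted effect of over 45% in size; toxic huntingtin expression switched on by the ecdysone agonist tebufenozide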
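Cells were plated at 1500 per well in phenol red-free DMEM with 5% equine and 5% calf serum. Tebufenozide (100 nM final) and compounds were added, then ATPlite reagent, and luminescence was read.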
* hit, by the source's call; & = joins results of further samples; [ ] = remark or other dose. Potency means the concentration at half of the fitted maximal effect. A portion of the library (hit frequency here may not be typical).

SMILES | HTT cytoprotect
O=C(CSc1ccc2nnc(-c3ccccc3)n2n1)N1CCN(c2ccccc2)CC1 | 23%
Cc1cccc(N(CC(=O)NC2CCCCC2)C(=O)CCC(=O)Nc2cc(C)ccn2)c1 | 14%[10 µM]
O=C(CSc1nnc(-c2cccs2)n1-c1ccccc1)N1CCc2ccccc21 | -14%[0.074 µM]
Cn1c(Cn2c(=O)sc3ccccc32)nnc1SCC(=O)Nc1ccc2c(c1)OCO2 | -10%
COc1ccccc1Cn1c(-c2ccco2)nc2nc3ccccc3nc21 | -87%[inhibitor][0.074 µM]
Cc1cccc(C2N(c3ccc(F)cc3)C(=O)C3CCCN32)c1 (stereo not drawn) | 4%
CCc1nnc(NC(=O)CSc2nnc3scc(-c4ccc(C)cc4)n23)s1 | -14%[10 µM]
CC1CCc2c(sc3nc(C4CC4)nc(SCC(=O)NCc4ccco4)c23)C1 (stereo not drawn) | -13%[10 µM]
Nc1nc2c(nc(Br)n2[C@@H]2O[C@H]3COP(=O)(O)O[C@@H]3[C@H]2O)c(=O)[nH]1 | -9%[1.9 µM]
Cc1cccc(/N=C/c2c(O)n(-c3cc(Cl)ccc3N3CCOCC3)c(=O)c3ccccc23)n1 | 16%[10 µM]
C=C1CC[C@@H](O)C/C1=C/C=C1\CCC[C@]2(C)[C@@H]1CC[C@H]2[C@@H](C)CCCC(C)C | -39%[inhibitor]
CC1=C(\C=C/C(C)=C/C=C\C(C)=C\C(=O)Nc2ccc(O)cc2)C(C)(C)CCC1 | 11%[1.9 µM]
CC(C)c1nc(SCC(=O)NCc2ccc3c(c2)OCO3)c2c(=O)n(C)c(=O)n(C)c2n1 | -2%
Cc1ccc(-c2c3c(=O)n(C)c(=O)n(C)c3c3nnc4ccccc4n23)cc1 | -16%[0.074 µM]
O=S(=O)(NCc1ccccn1)c1cccc2cccnc12 | -7%
CCOC(=O)c1sc(NC(=O)CSc2nc3c(cc2C#N)CCC3)c(C#N)c1C | -2%[0.074 µM]
CC(=O)OC[C@@H]1O[C@@H](Oc2cc(OC(C)=O)c3c(=O)cc(-c4ccc(OC(C)=O)c(OC(C)=O)c4)oc3c2)[C@H](OC(C)=O)[C@H](OC(C)=O)[C@@H]1OC(C)=O | -2%
Cc1ccccc1Cc1c(C)nc2c(C(=O)N3CCN(Cc4ccc5c(c4)OCO5)CC3)cnn2c1C | 4%[0.074 µM]
Cc1nnc(Sc2nc3c(c(=O)n(C)c(=O)n3C)n2Cc2ccccc2Cl)s1 | -13%[10 µM]
CCn1c(=O)cc(SCC(=O)Nc2ccccc2N2CCN(C)CC2)c2ccccc21 | 6%[0.074 µM]
COc1cccc(Oc2c(C)oc3c(CN4CCOCC4)c(O)ccc3c2=O)c1 | 2%[0.074 µM]
C=C1CC[C@@H]2[C@](C)(CC[C@@H](O)[C@]2(C)CO)[C@@H]1C/C=C1/C(=O)OC[C@H]1O | 40µM*
CCOC(=O)C1CCCN(C(=O)Cn2ncc3c(=O)oc4ccc(C)cc4c32)C1 (stereo not drawn) | -10%
Cc1nc2ccccn2c1/C(O)=C1\C(=O)C(=O)N(CCCN(C)C)C1c1ccc(Cl)cc1 (stereo not drawn) | -4%
COc1cc2c(cc1OC)-c1nnc(-c3cccs3)n1C(C)(C)C2 | -12%

19 successive entries already listed:
SMILES | HTT cytoprotect
O=C(CSc1ccc2nnc(-c3ccccc3)n2n1)N1CCN(c2ccccc2)CC1 | 23%
Cc1cccc(N(CC(=O)NC2CCCCC2)C(=O)CCC(=O)Nc2cc(C)ccn2)c1 | 14%[10 µM]
O=C(CSc1nnc(-c2cccs2)n1-c1ccccc1)N1CCc2ccccc21 | -14%[0.074 µM]
Cn1c(Cn2c(=O)sc3ccccc32)nnc1SCC(=O)Nc1ccc2c(c1)OCO2 | -10%
COc1ccccc1Cn1c(-c2ccco2)nc2nc3ccccc3nc21 | -87%[inhibitor][0.074 µM]
Cc1cccc(C2N(c3ccc(F)cc3)C(=O)C3CCCN32)c1 (stereo not drawn) | 4%
CCc1nnc(NC(=O)CSc2nnc3scc(-c4ccc(C)cc4)n23)s1 | -14%[10 µM]
CC1CCc2c(sc3nc(C4CC4)nc(SCC(=O)NCc4ccco4)c23)C1 (stereo not drawn) | -13%[10 µM]
Nc1nc2c(nc(Br)n2[C@@H]2O[C@H]3COP(=O)(O)O[C@@H]3[C@H]2O)c(=O)[nH]1 | -9%[1.9 µM]
Cc1cccc(/N=C/c2c(O)n(-c3cc(Cl)ccc3N3CCOCC3)c(=O)c3ccccc23)n1 | 16%[10 µM]
C=C1CC[C@@H](O)C/C1=C/C=C1\CCC[C@]2(C)[C@@H]1CC[C@H]2[C@@H](C)CCCC(C)C | -39%[inhibitor]
CC1=C(\C=C/C(C)=C/C=C\C(C)=C\C(=O)Nc2ccc(O)cc2)C(C)(C)CCC1 | 11%[1.9 µM]
CC(C)c1nc(SCC(=O)NCc2ccc3c(c2)OCO3)c2c(=O)n(C)c(=O)n(C)c2n1 | -2%
Cc1ccc(-c2c3c(=O)n(C)c(=O)n(C)c3c3nnc4ccccc4n23)cc1 | -16%[0.074 µM]
O=S(=O)(NCc1ccccn1)c1cccc2cccnc12 | -7%
CCOC(=O)c1sc(NC(=O)CSc2nc3c(cc2C#N)CCC3)c(C#N)c1C | -2%[0.074 µM]
CC(=O)OC[C@@H]1O[C@@H](Oc2cc(OC(C)=O)c3c(=O)cc(-c4ccc(OC(C)=O)c(OC(C)=O)c4)oc3c2)[C@H](OC(C)=O)[C@H](OC(C)=O)[C@@H]1OC(C)=O | -2%
Cc1ccccc1Cc1c(C)nc2c(C(=O)N3CCN(Cc4ccc5c(c4)OCO5)CC3)cnn2c1C | 4%[0.074 µM]
Cc1nnc(Sc2nc3c(c(=O)n(C)c(=O)n3C)n2Cc2ccccc2Cl)s1 | -13%[10 µM]

(continued)
SMILES | HTT cytoprotect
O=C(CN1CCOc2ccccc21)N1CCC(Cc2ccccc2)CC1 | 12%
CC(=O)S[C@@H]1CC2=CC(=O)CC[C@@]2(C)[C@H]2CC[C@]3(C)[C@H](CC[C@@]34CCC(=O)O4)[C@H]12 | -10%[1.9 µM]
Cc1cccc(Nc2nc(N)nc(CN3CCN(c4ccccc4F)CC3)n2)c1 | -32%[inhibitor][0.074 µM]
COc1ccc(C)cc1NC(=O)C1CCCN(S(=O)(=O)c2c(C)noc2/C=C/N(C)C)C1 (stereo not drawn) | -20%
CCN(CC)CCN1C(=O)C(O)=C(C(=O)c2ccc(C)o2)C1c1ccccn1 (stereo not drawn) | -2%
Cc1ccc2nc(NC3=NCN(Cc4ccco4)CN3)nc(C)c2c1 | -10%
CCOc1ccc(C)cc1S(=O)(=O)Nc1cccnc1 | 13%[0.074 µM]
COc1ccc(-c2nc3c(c(=O)n(C)c(=O)n3C)n2CC2CC(c3ccccc3)=NO2)cc1OC (stereo not drawn) | -38%[inhibitor][0.074 µM]
Cn1nnnc1Sc1nc(-c2cccnc2)nc2ccccc12 | -96%[inhibitor][10 µM]
O=C(CN1CCN(c2ncccn2)CC1)N1CCN(C(c2ccccc2)c2ccccc2)CC1 | 8%[10 µM]
O=C1C(C=NCCCn2ccnc2)=C(O)c2ccccc21 | 5%[10 µM]
O[Si@](CCCN1CCCCC1)(c1ccc(F)cc1)C1CCCCC1 | 8%[1.9 µM]
O=C(O)[C@H]1C[C@H](C(=O)O)N1 | -5%&-2%[1.9 µM]
Nc1ccc(CN2CCN(c3ccc4ccccc4n3)CC2)cc1 | -21%[0.074 µM]
COC(=O)c1ccccc1NC(=O)Cn1cnc2c1c(=O)n(C)c(=O)n2C | -7%[0.074 µM]
Cc1nnc(SCc2cc(=O)[nH]c(N3CCCCC3)n2)s1 | -1%[0.074 µM]
CCN(CC)[C@@H](C)C(=O)N1c2ccccc2Sc2ccccc21 | -3%[1.9 µM]
CCOC(=O)N1CCC(NC(=O)c2ccc3c(c2)N(CC)CCS3)CC1 | -3%
Nc1nc(SCc2ccc([N+](=O)[O-])cc2)c2ncn([C@@H]3O[C@@H](CO)[C@@H](O)[C@H]3O)c2n1 | -11%[1.9 µM]
CC(=O)c1cnc(Nc2nc(C)c3cc(C)ccc3n2)nc1C | -20%[0.074 µM]
CN(C)CCCN1C(=O)C(=O)/C(=C(/O)c2ccc3c(c2)OCO3)C1c1cccnc1 (stereo not drawn) | 4%
CCOC(=O)C1(c2ccccc2)NC(c2ccc(N(C)C)cc2)C2C(=O)N(C)C(=O)C21 (stereo not drawn) | -30%[10 µM]
CN(C)CCN(Cc1ccccc1)S(=O)(=O)c1cccc2cccnc12 | 2%
C[C@H](C(=O)c1ccccc1)[C@@H](c1ccccc1)N1CCOCC1 | -2%[10 µM]
Cc1csc2ncc(C(=O)N3CCc4ccccc43)c(=O)n12 | -22%

(continued)
SMILES | HTT cytoprotect
CCC[C@@H]1O[C@@H]2C[C@@H]3[C@@H]4CCC5=CC(=O)C=C[C@@]5(C)[C@H]4[C@H](O)C[C@@]3(C)[C@@]2(C(=O)CO)O1 | 10%[1.9 µM]
O=C(CCC(=O)N1CCc2ccccc21)N1CCc2ccccc21 | 6%
N[C@H](Cc1cccc(-c2ccccc2CP(=O)(O)O)c1)C(=O)O | -20%[1.9 µM]
[Cu].[O-]/N=C1/C(=[OH+])Nc2ccccc21.[O-]Nc1c(O)[nH]c2ccccc12 | -4%[10 µM]
COc1ccc(NC(=O)Nc2cc(C)ccn2)cc1 | -42%[inhibitor]
Cc1sc2c(c1C)CN(Cc1ccco1)CN2C(=O)c1ccccc1 | -10%[0.074 µM]
O=c1[nH]c(CN2CCN(Cc3ccccc3)CC2)nc2sc3c(c12)CCC3 | 1%[10 µM]
CN(C)c1ccc(C(c2nnnn2C2CCCCC2)N2CCN(C(=O)c3ccco3)CC2)cc1 (stereo not drawn) | 6%[10 µM]
COc1ccc(Cl)cc1S(=O)(=O)N1CCCC(C(=O)NCC(N)=O)C1 (stereo not drawn) | -2%[10 µM]
Cc1coc2c(C)c3oc(=O)c4c(c3cc12)CCC4 | -12%[0.074 µM]
O=C(/C=C\c1ccc(O)c(O)c1)OCCc1ccccc1 | -47%[inhibitor][1.9 µM]
Cc1cccc(-c2c3c(=O)n(C)c(=O)n(C)c3c3nnc4ccccc4n23)c1 | -24%[0.074 µM]
O=S(=O)(Nc1cccnc1)c1cccc2cccnc12 | 3%
CNC(=O)[C@@H]1O[C@@H](n2cnc3c(N)ncnc32)[C@@H](O)[C@H]1O | -12%[1.9 µM]
C[C@@]12CCC(=O)C=C1CC[C@H]1[C@@H]2[C@@H](O)C[C@]2(C)[C@@H]1CC[C@@]2(O)C(=O)COC(=O)C1CCCC1 | -16%[10 µM]
Cc1ccc(-c2nnc3sc(-c4ccc5c(c4)OCCO5)nn23)cc1 | 1%
CCn1c(SCc2nc3ccccc3s2)nc2cc(S(=O)(=O)N3CCOCC3)ccc21 | -9%[10 µM]
CCn1c(SCc2cc(=O)[nH]c3ccccc23)nc2c1c(=O)n(C)c(=O)n2C | 16%[10 µM]
CN1CC[C@@]2(CCN3CCc4c(oc5ccccc45)[C@@H]3C2)N(C)C1=O | -2%[1.9 µM]
COC(=O)c1c(N)n(-c2cc(OC)cc(OC)c2)c2nc3ccccc3nc12 | -28%[10 µM]
CC(=O)N1CCC(N(CCCOC(C)C)C(=O)Nc2ccc(Cl)cc2)CC1 | 1%
CC(=O)O[C@@H]1C[C@]2(C)[C@H](C[C@@H](O)[C@H]3[C@@]4(C)CC[C@@H](O)[C@@H](C)[C@@H]4CC[C@@]32C)/C1=C(\CCC=C(C)C)C(=O)O | 7%[1.9 µM]
Cn1c(=O)c(C(=O)Nc2cccnc2)c(O)c2ccccc21 | -22%[10 µM]
O[C@@H](c1cc(-c2ccccc2)nc2c1ccc1ccccc12)[C@@H]1CCCCN1 | -4%[10 µM]
C[C@]1(C2CCCC2)Cc2cc(OCC(=O)O)c(Cl)c(Cl)c2C1=O | 12%[1.9 µM]

Remaining list, next part
SMILES | HTT cytoprotect
Oc1cc(O)cc(/C=C\c2ccc(O)c(O)c2)c1 | -32%[inhibitor][1.9 µM]
Cn1c(=O)c2c(nc(CN3CCc4ccccc4C3)n2CC(=O)c2ccccc2)n(C)c1=O | -59%[inhibitor][0.074 µM]
CCCCCC[C@@H]([C@H](C)O)n1cnc2c(N)ncnc21 | -24%[1.9 µM]
NC(=O)c1ncn([C@@H]2O[C@@H](CO)[C@@H](O)[C@H]2O)c1O | -7%[1.9 µM]
CN1C(C)(C)CC(NC(=O)CCC(=O)NC2CC(C)(C)N(C)C(C)(C)C2)CC1(C)C | 23%[0.074 µM]
CCOC(=O)c1ccc(COC(=O)c2ccc(-c3nnc(-c4ccccc4)o3)cc2)o1 | -41%[inhibitor][0.074 µM]
CCOc1ccc(NC(=O)N(C2CCCCC2)C2CCN(C(C)=O)CC2)cc1 | -7%
O=C(c1ccco1)N1CCN(c2ccc(Cl)c(Cl)c2)CC1 | -19%[0.074 µM]
CCOC(=O)c1sc(NC(=O)C2CCCO2)c(C(=O)OC)c1C (stereo not drawn) | 2%[0.074 µM]
CCCC[S@@](=N)(=O)CC[C@@H](N)C(=O)O | 4%&21%[1.9 µM]
Cc1ccc(C[C@H](Cc2nc3ccccc3[nH]2)c2nc3ccccc3[nH]2)cc1 | -9%
Cc1cc(C)n(-c2nc3c(c(=O)n(C)c(=O)n3C)n2Cc2cccc(Br)c2)n1 | 11%[0.074 µM]
CC(=O)[C@H]1CC[C@@H]2[C@]1(C)CC=C1[C@]23C=C[C@]2(C[C@H](O)CC[C@@]12C)[C@H](C(=O)O)[C@@H]3C(=O)O | 9%[10 µM]
Cc1ccccc1/C=C\C1=NCCN1 | 16%[1.9 µM]
O[C@@H](c1cc(C(F)(F)F)nc2c(Cl)cc(Cl)cc12)[C@@H]1CCCCN1 | -1%[10 µM]
Cc1cccc(N2CCN(C(=O)C3CCCN(S(=O)(=O)c4cccc5cccnc45)C3)CC2)c1C (stereo not drawn) | -2%
CCc1nc(SCC(=O)N2CCCc3ccccc32)c2c(=O)n(C)c(=O)n(C)c2n1 | 4%
NC(=O)c1ncn([C@@H]2O[C@@H](CO)[C@@H](O)[C@H]2O)n1 | -12%[1.9 µM]
Cn1c(=O)c2c(nc(SCC(=O)N3CCCc4ccccc43)n2C)n(C)c1=O | 28%[10 µM]
CC1CCN(c2c(NCc3ccc(C(=O)NCC4COc5ccccc5O4)cc3)c(=O)c2=O)CC1 (stereo not drawn) | -5%
